# NPY2 pot ag – NPY-Y2 potentiators or agonists, primary screen, cell-based. Neuropeptide Y receptor type 2 (Homo sapiens), P49146. cells expressing NPY-Y2, potentiator/agonist read-out. activation, % at 3.6 µM. 0.45% of 220,000 active. AID 1359, 2008; in the data active means activation above about 27%;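 further: cells stimulated with NPY near EC25 plus isoproterenol at EC100; 0% = vehicle plus submaximal agonist and 100% = vehicle plus saturating agonist; some results beyond the cut were filed as inactive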
# TRPML3 ag – human TRPML3 channel agonists, primary screen, cell-based, HEK293 TRPML3-YFP, Fluo-8 calcium fluorescence, 3 µM | Mucolipin-3 (Homo sapiens), Q8TDD5 | 100% = the carbachol control signal | activation, % at 3 µM | 0.29% of 220,000 active | AID 1448, 2008;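 active means activation above its plate's cutoff, the mean activation of the plate's test wells plus 3 SD, cut at about 12% in these data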;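 further: 0% = DMSO only wells and 100% = carbachol wells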
# Target sequence (Q8TDD5 whole entry, looked up): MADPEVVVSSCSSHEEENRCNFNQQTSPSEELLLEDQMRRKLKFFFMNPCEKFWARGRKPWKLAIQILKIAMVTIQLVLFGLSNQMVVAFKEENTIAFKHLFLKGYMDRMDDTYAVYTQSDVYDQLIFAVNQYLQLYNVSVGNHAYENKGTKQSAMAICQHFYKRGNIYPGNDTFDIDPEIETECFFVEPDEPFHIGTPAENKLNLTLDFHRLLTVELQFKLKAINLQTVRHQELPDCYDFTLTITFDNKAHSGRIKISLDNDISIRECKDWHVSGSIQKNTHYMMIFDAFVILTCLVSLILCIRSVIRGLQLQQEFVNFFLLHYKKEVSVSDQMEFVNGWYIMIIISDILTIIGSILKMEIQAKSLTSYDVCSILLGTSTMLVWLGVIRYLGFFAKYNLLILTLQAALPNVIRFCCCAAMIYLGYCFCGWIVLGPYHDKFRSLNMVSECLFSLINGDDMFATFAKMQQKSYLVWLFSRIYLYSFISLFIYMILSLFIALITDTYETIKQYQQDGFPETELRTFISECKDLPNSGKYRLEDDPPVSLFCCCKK
#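 Test system: HEK293 cells stably carrying human TRPML3-YFP; Doses: single dose, 3 µM final nominal compound, 0.3% DMSO final; Schedule: dye loading 1 h 37 °C then 30 min ambient, 125 s read; Technique: Fluo-8 calcium fluorescence; Benchmarks: high control carbachol 87 µM, low control DMSO.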
# EP2 mod – EP2 receptor modulators, cAMP readout, primary screen, cell-based, HTRF cAMP, PGE2 stimulation | 0.83% of 260,000 active | Prostaglandin E2 receptor EP2 subtype (Homo sapiens), P43116 | induction, % at 25 µM | AID 940, 2007 | EP2-expressing cells, cAMP HTRF FRET, PGE2 co-stimulation;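 active means compounds whose cAMP rise, as percent of the full-agonist control response, exceeds 60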;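 further: rat C6 glioma line stably carrying human EP2 under a CMV promoter; the protocol text gives 20 µM as final concentration; 100% = response of wells given 1 µM PGE2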
# TRPN1 ag – zebrafish TRPN1 channel agonists, primary screen, cell-based, HEK293, calcium fluorescence; 0.18% of 220,000 active; activation, % at 3 µM; transient receptor potential cation channel N1 (TRPN1/NompC), Danio rerio; HEK293 zebrafish TRPN1-YFP, Fluo-8 calcium fluorescence; 100% = response to 87 µM carbachol;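 active means activation above its plate's cutoff, the mean activation of test wells on that plate plus 3 SD, cut at about 19% in these data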;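 further: 0% = DMSO alone and 100% = 87 µM carbachol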
#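 Control set: carbachol 87 µM as high control, DMSO as low control; system: HEK293 stable line with zebrafish TRPN1-YFP; read-out: % activation versus carbachol response; detection: intracellular calcium fluorescence with Fluo-8; doses: single test compound dose, 3 µM nominal, 0.3% DMSO; schedule: dye 1 h 37 °C plus 30 min RT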
# S1P4 antag – S1P4 receptor antagonists, primary screen, cell-based; 0.26% of 220,000 active; S1P4-expressing cells, antagonist mode, reporter read-out; inhibition, % at 4.98 µM; Sphingosine 1-phosphate receptor 4 (Homo sapiens), O95977; in the data active means inhibition above about 29%;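 further: 0% = wells stimulated with agonist and 100% = vehicle wells without agonist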
# CHOP inh – inhibitors of CHOP promoter induction, primary screen, cell-based, unfolded protein response, luciferase reporter. CHO-K1 CHOP-promoter luciferase, tunicamycin-induced, 15-18 h. inhibition, % at 10 µM. 3.8% of 220,000 active;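 active means compounds that reduced the stress-induced luciferase reporter signal by more than about 70% of percent inhibition, limit read from the data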;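 further: 0% = tunicamycin plus vehicle and 100% = wells without tunicamycin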
# NPY-Y1 antag – NPY-Y1 receptor antagonists, primary screen, cell-based. inhibition, % at 3.6 µM. 1% of 200,000 active. AID 1040, 2008. HEK293-CNG Y1 cells, membrane potential fluorescence; NPY at EC95, then isoproterenol;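 active means inhibition above the campaign mean inhibition of all tested compounds plus 3 SD, cut at about 20% in these data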;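 further: 0% = DMSO wells given NPY plus isoproterenol and 100% = isoproterenol alone without NPY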
# Target sequence (P25929 whole entry, looked up): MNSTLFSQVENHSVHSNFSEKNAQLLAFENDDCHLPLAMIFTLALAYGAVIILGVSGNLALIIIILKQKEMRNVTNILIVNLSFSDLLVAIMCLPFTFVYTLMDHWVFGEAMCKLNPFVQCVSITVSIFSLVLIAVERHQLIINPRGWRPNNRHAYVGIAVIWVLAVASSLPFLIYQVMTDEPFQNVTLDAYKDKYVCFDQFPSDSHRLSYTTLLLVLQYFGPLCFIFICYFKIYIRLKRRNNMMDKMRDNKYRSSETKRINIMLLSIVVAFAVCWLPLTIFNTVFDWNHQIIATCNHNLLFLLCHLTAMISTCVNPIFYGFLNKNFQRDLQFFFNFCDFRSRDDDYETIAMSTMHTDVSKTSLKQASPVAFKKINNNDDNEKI
#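 Assay system: HEK293 cells with Y1 receptor plus CNG channel | Probe or stimulus: NPY (25 nM), isoproterenol (1 µM), Ro 20-1724 (25 µM) | Timing: Compound incubation 1 h at room temperature, readout 45 min post-stimulation | Measured by: Membrane-potential fluorescent dye readout | Benchmarks: High control isoproterenol alone, low control NPY with isoproterenol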
# NPY1 pot ag – NPY-Y1 receptor potentiators or agonists, primary screen, cell-based; NPY-Y1 expressing cells, potentiator/agonist activation; activation, % at 3.6 µM; 0.37% of 220,000 active; in the data active means activation above about 33%, passing the limit was not always enough;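 further: cells stimulated with NPY at EC10 then isoproterenol at EC100; 0% = low agonist plus stimulus and 100% = saturating agonist plus stimulus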
# S1P4 ag – S1P4 receptor agonists, primary screen, cell-based; AID 1509, 2009; S1P4-expressing cell line, agonist reporter assay; 0.35% of 220,000 active; activation, % at 4.98 µM; in the data active means activation above about 11%;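 further: 0% = DMSO vehicle and 100% = reference agonist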
# The depositor's hits bear a star; · = no result given.
SMILES,NPY2 pot ag,TRPML3 ag,EP2 mod,TRPN1 ag,S1P4 antag,CHOP inh,NPY-Y1 antag,NPY1 pot ag,S1P4 ag
CS(=O)(=O)Nc1ccc(C2=NN(S(=O)(=O)c3ccccc3)C(c3cccs3)C2)cc1 (stereo not given),5,0.5,9,-0.1,-13,12,-2,8,-0.7
CCOC(=O)c1sc2nc(N3CCOCC3)c3c(c2c1N)CCC3,2,0.3,-42,-1.5,-12,-1,3,-8,0.6
COc1ccccc1Nc1nc(N)nc(CN2CCN(Cc3ccccc3)CC2)n1,-9,-0.5,-10,-0.3,-5,51,8,-17,2.3
CC1(C)CN=C(NC2CCCCC2)S1,0,0.7,8,0.1,-16,-12,7,6,3.2
Cc1cccc(NC(=O)CN2C(=O)N/C(=C\c3ccc(N4CCOCC4)cc3)C2=O)c1,-8,1.2,5,1.6,-5,11,1,-15,0.5
Cc1cc(C)nc(N2CCC(C(=O)N3CCN(c4cc(Cl)ccc4C)CC3)CC2)n1,-4,-1.0,-14,-1.7,26,65,19,-20,-2.3
Cc1ccc(NCC(=O)Nc2ccc(Br)cc2)cc1F,7,0.4,3,0.2,-5,18,3,8,-0.5
COc1ccc(CNc2nc3nc(-c4ccccc4)cc(=O)n3[nH]2)cc1OC,8,0.6,26,0.4,-16,-4,-2,-8,-4.1
Cc1nc(N2CCOCC2)c2c3c(sc2n1)CCC3,-4,0.3,35,-0.3,-1,4,2,-15,-1.5
COc1ccc(NC(=S)Nc2ccccn2)c(OC)c1,6,0.2,23,0.1,-7,9,3,4,2.3
CCOCCCNC(=O)c1c(N)n(-c2ccc(S(N)(=O)=O)cc2)c2nc3ccccc3nc12,11,0.4,-15,0.2,1,18,-1,-2,1.6
O=S1(=O)NC(=NCCc2ccccn2)c2ccccc21,4,0.9,19,-0.1,4,-2,1,-21,-0.5
O=C(CCCCn1c(=O)[nH]c2ccccc2c1=O)NC1CCN(Cc2ccccc2)CC1,-1,-0.3,16,-1.0,-4,-1,-2,3,0.6
CC(C)c1ccccc1NC(=S)N1CCN(S(=O)(=O)c2cccs2)CC1,5,0.8,-4,-0.5,-12,18,0,2,-0.3
CCOC(=O)CSc1nc2ccccc2n1CC(=O)N(C(C)C)C(C)C,-1,-1.1,-5,0.8,2,-7,5,-5,0.8
Cc1ccccc1SCC(=O)NC1CCOC1=O (stereo not given),-7,0.5,24,0.4,-1,20,-7,15,-0.3
COc1ccc(C(C(=O)NC2CCCCC2)N(C(=O)c2sc(C)nc2C)c2ccc(C(C)=O)cc2)cc1 (stereo not given),3,0.2,44,-0.9,5,-6,3,11,1.9
Fc1ccc(Nc2nc(Oc3ccccc3F)nc(N3CCCC3)n2)cc1,-16,0.9,36,-1.2,-3,21,11,-47,2.7
O=C(Nc1ncn[nH]1)C(F)(F)C(F)F,1,0.7,-1,-0.3,8,5,-4,11,1.6
CCCNC(=O)c1c(C)cc(=O)oc1C,18,0.1,16,0.6,2,-22,0,-6,0.0
Cc1oc(-c2ccc(Cl)cc2)cc1C(=O)/C(C#N)=C/Nc1ccccc1,-5,-0.2,10,-0.1,-6,-22,·,-7,1.8
O=S(=O)(c1ccc(Br)s1)N1CCN(c2ncccn2)CC1,0,0.6,-19,-0.6,-5,25,-2,8,-1.4
CCOC(=O)c1c(C)nc2c(c1-c1ccccc1)C(=O)CC(C)(C)C2,-7,-0.9,29,-0.3,1,10,1,-6,-2.0
COC(=O)c1[nH]c2ccc(Br)cc2c1NC(=O)CN1CCN(C2CCCCC2)CC1,33*,0.7,-23,1.8,-9,16,6,30,-1.6
COC(=O)C1=C(NC(=O)COc2ccc3ccccc3c2)CCS1,1,0.2,-3,-0.5,-14,20,-2,-2,0.0
Cc1ccc(C(=O)N(CC#N)CC#N)cc1C,12,0.1,2,0.9,-15,-7,2,4,0.5
Cc1ccc(C(c2nnnn2CCc2ccccc2)N2CCSCC2)cc1 (stereo not given),2,-1.1,41,-1.2,1,4,21*,3,-2.2
O=C(Oc1ccccc1N1CCOCC1)c1sccc1Br,-40,0.8,20,-0.9,-6,7,·,23,1.2
CC1CN(C(=O)Cc2ccc(-c3ccccc3)cc2)CC(C)O1 (stereo not given),0,-0.1,-15,3.6,-5,1,5,9,0.0
CCN=C1SC(C(=O)Nc2cccc(OCC)c2)CC(=O)N1CC (stereo not given),-2,1.2,-15,1.6,1,29,-4,-1,0.6

# Reformatted with two lines to a compound: four of the compounds above.
# Results follow in this order: NPY2 pot ag, TRPML3 ag, EP2 mod, TRPN1 ag, S1P4 antag, CHOP inh, NPY-Y1 antag, NPY1 pot ag, S1P4 ag
COC(=O)c1[nH]c2ccc(Br)cc2c1NC(=O)CN1CCN(C2CCCCC2)CC1
    33*, 0.7, -23, 1.8, -9, 16, 6, 30, -1.6
COC(=O)C1=C(NC(=O)COc2ccc3ccccc3c2)CCS1
    1, 0.2, -3, -0.5, -14, 20, -2, -2, 0.0
Cc1ccc(C(=O)N(CC#N)CC#N)cc1C
    12, 0.1, 2, 0.9, -15, -7, 2, 4, 0.5
Cc1ccc(C(c2nnnn2CCc2ccccc2)N2CCSCC2)cc1 (stereo not given)
    2, -1.1, 41, -1.2, 1, 4, 21*, 3, -2.2

# New compounds follow.
SMILES,NPY2 pot ag,TRPML3 ag,EP2 mod,TRPN1 ag,S1P4 antag,CHOP inh,NPY-Y1 antag,NPY1 pot ag,S1P4 ag
O=c1[nH]c(SCc2nc3ccccc3c(=O)n2-c2ccccc2)nc2ccccc12,14,-0.4,9,-0.2,2,24,5,-15,1.2
Nc1ncnc2nc(Sc3ccc(Cl)cc3)[nH]c12,-9,1.1,-12,0.7,0,14,5,-22,-0.6
Cc1ccccc1Cn1nnc(-c2cccc(C(=O)O)c2)n1,8,0.2,20,1.5,-13,24,3,-2,0.6
Fc1ccccc1SCc1nnc(-c2ccccc2Br)o1,7,-0.3,24,-1.7,0,22,3,-4,0.8
CCCCNC(=O)CCN1N=C(c2ccccc2)CCC1=O,-1,0.2,17,-0.6,-17,-7,-3,11,1.4
COc1ccc(-c2cc(C(F)(F)F)nc(SCC(=O)NCc3cccs3)n2)cc1OC,2,-0.2,-42,-0.9,-10,-2,7,-23,1.0
CCC(=O)NCc1cc(-c2nn(C)c(=O)c3ccccc23)ccc1OC,-1,0.2,17,0.2,-3,7,7,6,-1.2
O=C(N=Nc1c(O)[nH]c2ccc([N+](=O)[O-])cc12)c1cc(-c2ccccc2Cl)nc2ccccc12,17,0.8,-22,0.1,-17,10,3,-10,0.1
CCCCC1(C)OC(=O)C(=Cc2ccc(SC)cc2)C(=O)O1 (stereo not given),-3,0.4,14,0.0,-5,-12,10,1,-0.3
CCOC(=O)CN(c1ccccc1)S(=O)(=O)c1ccc(F)cc1,3,-1.0,53,-1.7,-7,7,8,5,1.1

# In the list so far, 4 have two or more sulfur atoms:
SMILES,NPY2 pot ag,TRPML3 ag,EP2 mod,TRPN1 ag,S1P4 antag,CHOP inh,NPY-Y1 antag,NPY1 pot ag,S1P4 ag
CS(=O)(=O)Nc1ccc(C2=NN(S(=O)(=O)c3ccccc3)C(c3cccs3)C2)cc1 (stereo not given),5,0.5,9,-0.1,-13,12,-2,8,-0.7
CC(C)c1ccccc1NC(=S)N1CCN(S(=O)(=O)c2cccs2)CC1,5,0.8,-4,-0.5,-12,18,0,2,-0.3
O=S(=O)(c1ccc(Br)s1)N1CCN(c2ncccn2)CC1,0,0.6,-19,-0.6,-5,25,-2,8,-1.4
COc1ccc(-c2cc(C(F)(F)F)nc(SCC(=O)NCc3cccs3)n2)cc1OC,2,-0.2,-42,-0.9,-10,-2,7,-23,1.0

# Three records picked at random from those above:
SMILES,NPY2 pot ag,TRPML3 ag,EP2 mod,TRPN1 ag,S1P4 antag,CHOP inh,NPY-Y1 antag,NPY1 pot ag,S1P4 ag
CCOC(=O)CN(c1ccccc1)S(=O)(=O)c1ccc(F)cc1,3,-1.0,53,-1.7,-7,7,8,5,1.1
CCCCNC(=O)CCN1N=C(c2ccccc2)CCC1=O,-1,0.2,17,-0.6,-17,-7,-3,11,1.4
Fc1ccccc1SCc1nnc(-c2ccccc2Br)o1,7,-0.3,24,-1.7,0,22,3,-4,0.8

# Continuation:
SMILES,NPY2 pot ag,TRPML3 ag,EP2 mod,TRPN1 ag,S1P4 antag,CHOP inh,NPY-Y1 antag,NPY1 pot ag,S1P4 ag
CCOC(=O)N1CCC(NC(=O)c2ccc(CS(=O)(=O)c3ccccc3C)o2)CC1,11,-0.1,3,1.8,-13,24,1,7,0.1
CCCc1cc(=O)[nH]c(SCc2ccc(C#N)cc2)n1,-16,0.0,30,1.1,11,37,6,-32,-0.9
Cc1ccc(S(=O)(=O)Cc2ccc(C(=O)N3CCc4ccccc4C3)o2)cc1,-7,-1.4,-12,-2.4,-13,-4,1,7,-1.0
O=C(c1cccs1)N(Cc1cc2ccccc2[nH]c1=O)c1ccccc1,-6,-0.7,-32,0.5,-8,13,1,-16,1.6
Cc1ccc(NNC(=O)c2c(F)cccc2Cl)cc1C,16,0.3,-18,-0.7,16,15,·,14,-1.8
Cc1cc(=O)oc2c1c(C)nn2-c1ccc(Cl)cc1,-11,1.1,5,1.5,-19,42,2,-4,-1.0
CCOC(=O)C1CCN(C(=O)CC(C)c2ccccc2)CC1 (stereo not given),-12,-0.2,-8,-0.7,-2,1,2,12,-4.1
COc1cc(C)c(Cl)cc1S(=O)(=O)n1ccnc1,5,0.0,21,-0.8,-14,15,7,0,0.1
Nc1c(NCCN2CCCCC2)c2ccccc2oc1=O,-7,0.5,-38,-0.2,6,-14,-8,11,-1.6
Cc1c(Nc2nc(-c3ccccc3)cs2)c(=O)n(-c2ccccc2)n1C,78*,0.1,11,-0.4,-7,17,-1,59*,-1.1
O=C(OC1CCOC1=O)c1ccc(NS(=O)(=O)c2cccs2)cc1 (stereo not given),3,-0.8,10,0.4,3,-3,-1,-2,-0.7
CCOC(=O)c1c(C)[nH]c(C(=O)COC(=O)/C=C/c2ccc(O)c(OC)c2)c1C,-4,0.8,14,1.1,0,67,10,-30,-0.5
Cc1nnc(SCC2=C(C(=O)O)N3C(=O)C(NC(=O)Cn4nc(C(F)F)cc4C)C3SC2)s1 (stereo not given),-5,0.5,0,1.1,2,6,2,6,0.8
COC(=O)Cn1c2ccccc2c2nc(=O)cc(C)n21,-6,1.1,12,0.8,-12,23,-9,-1,0.1

# Screening data from PubChem BioAssay.
